West Nile virus CPE: West Nile virus antiviral activity, cell-based, CPE readout (AID 1621) | CPE inhibition, % at 10 µM; hits with a dose series show IC50 in µM | West Nile virus-infected cells, CPE inhibition; higher % means a stronger effect | hit rate 0.02% among 290,000; in the data active = a potency from the dose series; inconclusive = CPE inhibition mostly from about 3.7% at the one dose, without a potency; inactive = the rest, 99 in 100 with CPE inhibition below about 2.2%; also: strong numbers were not always called active
NS5 inhibitors: Dengue-2 NS5 methyltransferase inhibitors, primary screen, biochemical, confirmation dose response (AID 588689). Genome polyprotein (Dengue virus type 2 (strain 16681-PDK53)). inhibition, % at 25 µM; hits with a dose series show IC50 in µM. hit rate 0.3% among 340,000. Dengue-2 NS5 methyltransferase capping enzyme assay, biochemical; higher % means a stronger effect; in the data active = a potency from the dose series; inconclusive = inhibition above about 29% without an active follow-up result
XIAP antagonists: XIAP antagonists, biochemical, IAP family, fluorescence polarization (AID 1018) | XIAP BIR domain, fluorescence polarization peptide displacement; higher % means a stronger effect | one-dose displacement, % at 20 µM; IC50 in µM for titrated hits | hit rate 0.007% among 200,000; in the data active = displacement above about 50%; also: a part of the inactive calls stands beside numbers as strong as those of hits
Yfh1-depleted yeast: enhancers of respiration in Yfh1-depleted yeast, dose response, Friedreich's ataxia, plus single-dose screen (AID 1465); S. cerevisiae Yfh1-off respiration, WST-1 reduction, 72 h; higher fold induction means a stronger effect; fold induction at 50 µM, or EC50 in µM where a hit was titrated; hit rate 0.074% among 220,000;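 active = fold induction of absorbance versus untreated yeast above a set limit, then at least 30% activation at any dose in follow-up; inconclusive = repeats straddling the limit, or above it without dose testing; inactive = fold induction below the set limit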;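 also: activators that raise dye reduction in frataxin-depleted yeast; strong numbers were not always called active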
RSV CPE inhibition: RSV antiviral activity via CPE protection, HEp-2 cells, primary 10 µM value included (AID 2391) | one-dose CPE inhibition, % at 10 µM; IC50 in µM for titrated hits | hit rate 0.13% among 310,000 | HEp-2 cells, RSV-induced CPE inhibition; higher % means a stronger effect; in the data active = a potency from the dose series; inconclusive = CPE inhibition mostly from about 23% at the one dose, without a potency; inactive = the rest, 99 in 100 with CPE inhibition below about 21%; also: strong numbers were not always called active
ER stress rescue: rescue of cells from ER stress-induced death, primary screen, 384-well, CSM14.1, thapsigargin, ATP luminescence (AID 1222). CSM14.1 thapsigargin-induced death rescue, ATP luminescence; higher % means a stronger effect. one-dose cellular ATP content (survival), % at 20 µM; EC50 in µM for titrated hits. 190,000 tested, under 10 active;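 active = EC50 below 50 µM in the dose-response confirmation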;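 also: death triggered by thapsigargin at about 15 µM added after 2 h compound pretreatment; cell ATP read after overnight thapsigargin exposure of roughly 18 to 22 hours; normalized against plate controls of thapsigargin alone and 5% DMSO vehicle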
UTI89 phage lysis: inhibition of K1F phage lysis, E. coli UTI89, bacterial capsule biogenesis inhibitors, alamar blue (AID 488966); E. coli UTI89 K1F phage lysis, alamar blue, 2 h; higher % means a stronger effect; one-dose inhibition, % at 100 µM; IC50 in µM for titrated hits; hit rate 0.02% among 340,000;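 active = phage lysis inhibition, versus mean bacterial control, above a set limit; inconclusive = no clear call, values can overlap the other calls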;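 also: capsule biogenesis inhibitors block K1F phage lysis so surviving cells raise fluorescence; higher fluorescence means more inhibition of phage lysis; actives were called in the ten point dose series up to 300 µM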
Large T inhibition: SV40 large T antigen inhibitors, biochemical (AID 1903); SV40 large T antigen ATPase/helicase inhibition assay; higher % means a stronger effect; hit rate 0.39% among 310,000; one-dose inhibition, % at 20 µM; IC50 in µM for titrated hits; in the data active = a potency from the dose series; inconclusive = inhibition mostly from about 32% at the one dose, without a potency; inactive = the rest, 99 in 100 with inhibition below about 32%; also: strong numbers were not always called active
WT yeast gro inh: growth inhibition of WT strain, primary screen, mitochondrial fusion inhibitor project, WT and mutant strains, chemical genetic; mitochondrial fusion phenotypic screen; inhibition, % at 10 µM; hit rate 2.1% among 190,000; in the data active = inhibition above about 58%; tested in S. cerevisiae
WT yeast gro inh mutant strain: also measured in WT yeast gro inh; calls as there; inhibition, %; mitochondrial fusion phenotypic screen, mutant strain inhibition
NS5 inhibitors pilot replicate: also measured in NS5 inhibitors; calls as there; inhibition, %; measured here: pilot screen replicate inhibition
* hit, by the source's call; i = inactive; u = inconclusive; x = not tested or not shown.

SMILES	West Nile virus CPE	NS5 inhibitors	XIAP antagonists	Yfh1-depleted yeast	RSV CPE inhibition	ER stress rescue	UTI89 phage lysis	Large T inhibition	WT yeast gro inh	WT yeast gro inh mutant strain	others
c1ccc2c(CCNCc3ccc4c(c3)OCO4)c[nH]c2c1	-0.5%	-12%	-1.1%	i	-0.9%	-4.6%	0.1%	0%	13	34
c1cc2c(cc1CCNC1C3CC4CC(C3)CC1C4)OCO2 (configuration not stated)	-0.9%	-2%	-2.1%	i	-1.1%	-2.8%	0.0%	22%	-3	19
CC(=O)OC1(c2ccccc2)CCN(C)C(C)C1C (configuration not stated)	0.3%	1%	-3.1%	i	-1.2%	4.1%	4.2%	6%	-20	-17
C=C1[C@H]2CC[C@H]3[C@]4(C)C[C@H](O[C@H]5O[C@H](CO)[C@@H](OS(=O)(=O)O)[C@H](OS(=O)(=O)O)[C@H]5OC(=O)CC(C)C)C[C@@H](C(=O)O)[C@H]4CC[C@]3(C2)[C@H]1O	x	u	x	x	0.1%	x	4.0%	17%	x	x
CCC(=O)N1CC(=O)Nc2ccc(Br)cc2C1c1ccccc1 (configuration not stated)	-0.6%	-2%	-12%	i	2.5%	-3.8%	0.1%	20%	-12	8
COc1cc(N2CCOCC2)ccc1/C=C1\C(=O)NC(=O)N(Cc2cccs2)C1=O	0.4%	-11%	-5.1%	i	4.3%	2.8%	0.5%	30%	-15	0
CCc1cc(=O)[nH]c(SCCCF)n1	0.3%	2%	-9.3%	i	-0.5%	-1.4%	0.0%	3%	2	-7
C/C(CCc1c[nH]c2ccccc12)=N\O	0.3%	-3%	-4.0%	i	1.7%	-1.1%	0.2%	13%	-2	19
O=c1[nH]c(=O)n(Cc2ccco2)c(O)c1C=NCc1ccc2c(c1)OCO2	x	-9%	-3.4%	i	0.1%	1.7%	7.8%	-1%	31	-11
N#CC12CNCC1CN=N2 (configuration not stated)	1.8%	1%	x	i	6.9%	x	0.2%	16%	x	x
COc1ccc(CNC(C)Cc2cccs2)cc1 (configuration not stated)	-0.3%	-2%	-10%	i	-2.8%	x	0.7%	1%	0	9
COC(=O)C1=C(c2cc3ccccc3s2)C[C@@H]2CC[C@H]1N2C(=O)N1CCOCC1	0.8%	-2%	x	i	5.5%	x	0.7%	8%	x	x
COc1ccc(CN2CCN(Cc3ccccc3OC)CC2)cc1	-0.5%	-3%	x	x	1.7%	x	-0.1%	-10%	x	x
CCOC(=O)c1c(-n2c(C)cc(/C=C3\C(=O)NC(=O)N(C)C3=O)c2C)sc2c1CCCC2	-0.5%	20%	-7.4%	i	u	-5.7%	0.3%	29%	37	27
CCn1ccnc1CN1CCCC(C(=O)c2cc(F)ccc2OC)C1 (configuration not stated)	-1.2%	-9%	-13%	i	-0.7%	1.8%	0.3%	8%	16	23
CC1C(c2cccs2)=[N+]([O-])C(C)(C(=O)c2cccs2)N1O (configuration not stated)	-0.1%	-8%	-3.8%	i	0.5%	2.1%	5.5%	-2%	14	-1
CN1C(=O)N(C)C(=O)C2(Cc3cc(N)ccc3N3CCN(c4ccccc4F)CC32)C1=O (configuration not stated)	-0.5%	x	55%*	i	2.1%	-1.0%	x	18%	0	-9
C=CCN1C(=O)NC(=O)/C(=C/c2c(CCN(C)C(=O)c3ccccc3)cc3c(c2OC)OCO3)C1=O	-0.1%	22%	x	x	x	x	2.4%	29%	x	x
Cc1ccc(N2C(=O)NC(=O)/C(=C\c3ccoc3)C2=O)cc1	0.1%	-46%	-1.9%	i	-1.8%	-1.6%	0.0%	32%	-21	3
CCn1c(O)c(/C(C)=N/N2CCCCC2c2cccnc2)c(=O)[nH]c1=S (configuration not stated)	-0.5%	0%	-11%	i	2.6%	-3.5%	0.1%	16%	24	5
C[C@]12CC[C@@H](O)C[C@@H]1CC[C@@H]1[C@@H]2CC[C@]2(C)[C@@H](O)CC[C@@H]12	0.2%	-2%	-10%	i	0.6%	-2.7%	-1.7%	22%	-9	13
COCCNC(=O)Cn1cc(C(=O)c2ccccc2F)c2ccccc21	0.5%	-2%	x	x	3.2%	x	0.5%	8%	x	x	NS5 inhibitors pilot replicate=-2.1
CC(C(=O)c1ccc(Cl)cc1Cl)n1cncn1 (configuration not stated)	-0.6%	-10%	x	x	0.4%	x	1.5%	3%	x	x
CCCn1ncc(CN2CCCC(C(=O)c3cccc(OC)c3)C2)c1C (configuration not stated)	-1.0%	1%	-8.1%	i	-2.6%	0.4%	0.6%	0%	-7	-17
Cc1occc1C(=O)N1CCC2(CC1)OCCO2	0.3%	-2%	-11%	i	1.0%	-1.6%	0.7%	3%	-11	-10
Remaining list, next part.
SMILES	West Nile virus CPE	NS5 inhibitors	XIAP antagonists	Yfh1-depleted yeast	RSV CPE inhibition	ER stress rescue	UTI89 phage lysis	Large T inhibition	WT yeast gro inh	WT yeast gro inh mutant strain	others
Cc1cccc(N/N=C(\C(N)=O)C2=NC(C)(C)Cc3ccccc32)c1	0.0%	4%	-12%	i	16%	-6.3%	3.2%	6%	57	4
Cc1cc(-c2ccccc2)cc(C)[n+]1Cc1ccccc1	x	6%	x	x	-1.5%	x	-0.1%	13%	x	x
Cc1ccc(NP(=O)(Nc2ccc(C)cc2)Oc2ccccc2)cc1	-1.1%	-2%	-1.3%	i	9.3%	1.0%	0.4%	8%	34	20
CC(C)Sc1nnc([C@@H](N)Cc2c[nH]c3ccccc23)o1	0.0%	-4%	0.3%	i	-0.8%	0.3%	0.6%	12%	-2	-3	NS5 inhibitors pilot replicate=-2.3
CC(C)[C@H](NC(=O)N1C[C@H]2C[C@@H](C1)c1cccc(=O)n1C2)C(=O)Nc1ccccc1F	-0.2%	-6%	x	x	0.6%	x	3.5%	-1%	x	x
Cc1cc(C)cc(N2C(=O)NC(=O)/C(=C\c3cccn3-c3ccc(Cl)cc3)C2=O)c1	0.6%	u	-17%	i	-3.7%	-1.4%	0.1%	25%	-14	-7
[N-]=[N+]=NCCN1CCC(O)CCC1=O (configuration not stated)	-0.7%	-9%	x	x	1.8%	x	1.0%	-1%	x	x
O=C(c1sc2ccccc2c1Cl)N1CCC2(CC1)OCCO2	0.3%	-3%	-1.7%	i	1.4%	-2.8%	7.8%	4%	-3	-29
C/C(=N\N1CCCCCC1)c1c(O)n(C)c(=O)n(C)c1=O	-0.2%	x	x	i	-1.4%	x	x	13%	x	x
CN(C)c1ccc(N=Cc2c(O)n(CCC3=CCCCC3)c(=O)[nH]c2=O)cc1	-0.9%	11%	-4.5%	i	0.8%	-0.4%	0.4%	14%	0	4
CCCCCn1c(=O)c(C(=O)Nc2ccccc2)c(O)c2ccccc21	-2.4%	-5%	x	x	3.5%	x	-0.6%	1%	x	x
Cc1ccccc1-n1c(/C=C/c2ccccn2)nc2ccccc2c1=O	u	-8%	x	i	20%	x	0.0%	17%	x	x
CC(C)OP(=O)(OC(C)C)C(O)c1cccnc1 (configuration not stated)	-0.3%	-5%	-4.9%	i	1.1%	-0.1%	0.3%	12%	-6	8
CCOP(=O)(OCC)C(c1ccccc1)N(C)C=O (configuration not stated)	0.4%	-6%	-1.3%	i	0.9%	-1.7%	3.8%	5%	-7	-10
CC1COC2N=C(N[N+](=O)[O-])NC2O1 (configuration not stated)	0.4%	4%	-6.8%	i	-0.2%	1.5%	-0.5%	22%	-10	-2
O=P(Nc1ccccc1)(Oc1ccccc1)Oc1ccccc1	1.6%	-3%	x	i	-1.0%	x	-2.4%	3%	x	x
O=C1NC(=O)N(Cc2ccc(F)cc2)C(=O)/C1=C\C=C\c1ccco1	0.1%	-59%	x	i	15%	x	0.2%	37%	x	x
CC(=NCc1ccco1)c1c(O)n(-c2ccc(C)cc2)c(=O)[nH]c1=O	0.5%	3%	x	i	1.5%	x	-0.9%	27%	x	x
CCOc1ccccc1-n1c(O)c(C=Nc2ccc(N(CC)CC)cc2)c(=O)[nH]c1=O	0.7%	-54%	-8.4%	i	5.9%	-1.2%	0.8%	27%	7	-13
CCOC(=O)c1c(C)n(Cc2ccco2)c2ccc(O)cc12	-0.1%	15%	-15%	i	2.4%	-1.2%	2.6%	6%	0	4
CCN(CCNc1ccc([N+](=O)[O-])c2cccnc12)S(=O)(=O)c1ccccc1	0.1%	3%	-15%	i	2.6%	2.8%	0.3%	-1%	-3	26
Cc1ccnc(-n2c(C)nc3ccccc3c2=O)c1	-0.4%	-9%	-4.2%	i	-0.2%	-1.5%	1.6%	9%	3	-6
CCNC(=O)NNC(=O)C1CC(c2cccnc2)=NO1 (configuration not stated)	-0.6%	-3%	-12%	i	0.2%	-0.9%	-0.6%	21%	4	-1
COc1ccc(NC(=O)CN2CC=C(c3ccccc3)CC2)cc1S(=O)(=O)N1CCOCC1	-0.4%	-7%	-2.2%	i	2.0%	2.0%	-0.2%	9%	-8	4
O=C(COC(=O)Cc1ccccc1)Nc1ccc(Cl)cn1	0.4%	-3%	-1.8%	i	0.3%	-1.2%	0.1%	6%	2	5
(list continues)
SMILES	West Nile virus CPE	NS5 inhibitors	XIAP antagonists	Yfh1-depleted yeast	RSV CPE inhibition	ER stress rescue	UTI89 phage lysis	Large T inhibition	WT yeast gro inh	WT yeast gro inh mutant strain	others
Cc1ccc(N2C(=O)NC(=O)C(CCc3ccncc3)(Cc3cccc(Cl)c3Cl)C2=O)cc1 (configuration not stated)	-0.1%	-1%	-6.4%	i	8.6%	1.7%	5.1%	4%	41	4
N[C@@H](Cc1cc(Br)c(O)c(Br)c1)C(=O)O	x	x	-4.2%	x	1.0%	-0.6%	x	22%	-14	3
O=[P+](Cc1ccccc1)Cc1ccccc1	-0.2%	8%	-2.7%	i	1.3%	-1.2%	1.1%	18%	7	34
CCCC(=O)Nc1ccc(N2CCN(CC)CC2)c(Cl)c1	0.0%	-2%	-4.8%	i	-0.6%	-0.4%	0.5%	15%	2	4
Cc1nc2ccc(Cl)cn2c1P(=S)(N1CCOCC1)N1CCOCC1	0.2%	8%	-18%	i	0.0%	0.9%	0.3%	4%	6	2
COc1ccccc1-n1c(O)c(C=NCCCn2ccnc2)c(=O)[nH]c1=O	0.2%	-1%	-4.5%	i	0.1%	-0.3%	1.4%	0%	-1	-9
COc1ccccc1-n1c(O)c(/C=N/N2CCCCC2)c(=O)n(-c2ccccc2OC)c1=S	0.3%	2%	x	i	x	x	-0.1%	4%	x	x

Not all compounds are listed. The share of hits here may be higher or lower than overall.
